Tau fluor cs: counter-screen for tau fibril formation inhibitors; tau K18 P301L Alexa594 fluorescence, heparin fibrillization; Potency, µM (highest dose often 57.7 µM), for inactives: at the highest dose activity change, negative = decrease; 0.93% of 280,000 active; note: potency is the fitted concentration of half-maximal effect; % is set by controls: 0 for no effect and ±100 for the full control effect; nearly all actives have a fitted effect of over 55% in size
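Human tau K18 P301L (15 uM unlabeled, 0.24 uM Alexa 594-labeled) in 100 mM sodium acetate pH 7 with 20 uM heparin, 6 hr at 37 C. ThT 30 uM added, 1 hr ambient; Alexa 594 FP and total fluorescence read at 555/632 nm.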
NPSR antagonist: antagonists of human neuropeptide S receptor cAMP signaling; 1% of 220,000 active; Potency, µM (titrated, usually from 38.3 µM), for the others: top-dose activity change, negative = inhibition, most hits filed as inhibitors; Q6W5P4; AID 1461; CHO-NPSR cells, cAMP TR-FRET, antagonist mode; note: potency is the fitted concentration of half-maximal effect; % is set by controls: 0 for no effect and ±100 for the full control effect; nearly all actives have a fitted effect of over 50% in size; many of its hits are not listed in these tables
TRb SRC2 PPI: TRbeta-SRC2 interaction inhibition. Potency, µM (series often up to 106 µM), inactives show top-dose activity change, negative = inhibition, actives largely listed as inhibitors. 0.065% of 280,000 active. TRbeta-SRC2 peptide binding, fluorescence polarization; receptor liganded with 1 µM T3. P10828;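 note: potency is the fitted concentration of half-maximal effect; plate controls were bound peptide for no effect and peptide without receptor for full effect; nearly all actives have a fitted effect of over 50% in size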
Target sequence (P10828 whole entry, looked up): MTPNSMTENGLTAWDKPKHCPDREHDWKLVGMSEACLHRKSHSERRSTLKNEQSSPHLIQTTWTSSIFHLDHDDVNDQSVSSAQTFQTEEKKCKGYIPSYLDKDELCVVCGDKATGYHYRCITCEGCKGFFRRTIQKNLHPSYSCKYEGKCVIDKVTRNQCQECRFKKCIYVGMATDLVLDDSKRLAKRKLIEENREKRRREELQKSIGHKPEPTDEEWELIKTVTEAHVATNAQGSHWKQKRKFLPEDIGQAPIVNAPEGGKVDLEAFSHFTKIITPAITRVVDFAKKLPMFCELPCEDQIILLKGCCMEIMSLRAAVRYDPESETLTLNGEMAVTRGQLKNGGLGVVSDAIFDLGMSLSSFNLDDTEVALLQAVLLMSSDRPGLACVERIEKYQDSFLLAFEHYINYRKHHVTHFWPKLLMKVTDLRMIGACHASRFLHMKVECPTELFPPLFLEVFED
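Fluorescence polarization of 20 nM Texas Red SRC2 peptide with 0.6 uM human TRb ligand-binding domain, in Tris buffer with 1uM T3 and 5% DMSO. Incubated 5 hr ambient; normalized to unbound and bound controls.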
CBFb RUNX1 block: CBF-beta/RUNX1 interaction disruption; Q01196+Q13951; AlphaScreen CBFb-His/RUNX1-biotin binding, biochemical; Potency, µM (doses to about 59.8 µM), without a hit: top-dose activity, negative = inhibition, actives largely listed as inhibitors; 230,000 tested, under 10 active; note: % of control where 0% means no effect
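CBFb-His/RUNX1-biotin, 30 nM each, preincubated 20 min RT; compound 15 min RT; Ni + streptavidin beads 50 ng each, 90 min RT; AlphaScreen read.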
Tau fibril FP: blocks human tau fibril formation measured by polarization; AID 1468; K18 P301L tau heparin fibrillization, Alexa594 FP, 6 h; 0.39% of 280,000 active; Potency, µM (top dose mostly 57.7 µM), for inactives: at the top dose activity, negative = inhibition, usual class: inhibitors; P10636; note: potency is the fitted concentration of half-maximal effect; % is set by controls: 0 for no effect and ±100 for the full control effect; nearly all actives have a fitted effect of over 55% in size
Target sequence (P10636 561-689 P618L limits assumed): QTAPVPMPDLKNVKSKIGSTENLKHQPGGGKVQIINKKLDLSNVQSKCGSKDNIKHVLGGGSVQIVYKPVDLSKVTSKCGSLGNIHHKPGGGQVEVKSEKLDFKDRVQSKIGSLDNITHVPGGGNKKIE
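Read-out: fluorescence polarization of Alexa 594-labeled tau (0.24 uM), 555 nm excitation, 632 nm emission. Mixtures held 15 uM unlabeled K18 P301L, compound and 20 uM heparin, pH 7 acetate buffer, incubated 6 hr at 37 C.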
Epigenetic derep: derepresses silenced GFP reporter in murine cells. murine LDR cells, GFP reporter derepression, 30 h. Potency, µM (series often up to 53.9 µM), inactives show top-dose GFP activation, most hits filed as activators. 0.2% of 280,000 active. AID 1865; note: potency is the fitted concentration of half-maximal effect; % of control where 0% means no effect; nearly all actives have a fitted effect of over 60% in size
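Murine LDR cells carrying a silenced, genomically integrated CMV-driven GFP reporter were exposed to compound for 30 hours at 37 C. After PBS washes, GFP-positive cells (20–120 um objects) were counted by laser-scanning microplate cytometry.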
TexasRed fluor: Texas Red fluorescence interference in TRb-SRC2 counter-screen | TRb/SRC2 Texas Red total fluorescence interference | Potency, µM (titrated, usually from 106 µM), for the others: at the top dose fluorescence change, negative = quenching | 0.29% of 280,000 active; active = well fitted curve in either direction with a large enough effect; inconclusive = small, poorly fitted or top-dose-only effect; note: potency is the fitted concentration of half-maximal effect; % is set by controls: 0 for no effect and ±100 for the full control effect
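Human TRβ ligand-binding domain (0.6 uM) and Texas Red SRC2 peptide (20 nM) in Tris buffer with 1 uM T3 and 5% DMSO were incubated with pinned compound for 5 hr at ambient temperature. Total fluorescence was computed as S + 2P (555/632 nm).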
GLA spleen mod: inhibits or activates alpha-galactosidase in human spleen homogenate; P06280; human spleen homogenate, 4MU-alpha-Gal fluorescence, 40 min; Potency, µM (top dose mostly 80 µM), inactives show at the top dose activity change, negative = inhibition, most hits filed as inhibitors; 0.008% of 240,000 active; AID 2107;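 note: potency is the fitted concentration of half-maximal effect; 0% = enzyme with vehicle and -100% = no enzyme basal signal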
Target sequence (P06280 32-429 limits assumed): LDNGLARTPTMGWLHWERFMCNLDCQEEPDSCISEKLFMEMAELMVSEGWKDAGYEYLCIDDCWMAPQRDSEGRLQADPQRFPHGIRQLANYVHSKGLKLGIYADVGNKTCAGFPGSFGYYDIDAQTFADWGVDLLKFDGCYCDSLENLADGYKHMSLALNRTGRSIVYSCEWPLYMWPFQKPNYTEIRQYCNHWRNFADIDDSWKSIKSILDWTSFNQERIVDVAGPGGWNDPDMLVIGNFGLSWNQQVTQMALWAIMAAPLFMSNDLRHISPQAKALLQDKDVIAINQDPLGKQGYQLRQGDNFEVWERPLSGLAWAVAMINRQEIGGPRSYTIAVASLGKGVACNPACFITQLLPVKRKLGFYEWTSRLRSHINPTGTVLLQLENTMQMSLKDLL
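Fluorogenic readout (Ex 365/Em 440 nm) of 4-methylumbelliferone released from 1 mM 4-MU-alpha-galactoside by spleen homogenate, 40 min at 37C, pH 5.0. Data normalized to no-enzyme and enzyme controls; Hill-equation AC50 from compound titrations.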
* marks the source's active call; other numbers are inactive results; ? = inconclusive; nt = not tested or not shown; [ ] = remark or other dose. Unless noted, calls come from the whole dose curve; as a rule, active = well fitted curve in the direction sought with a large enough effect; inconclusive = small, poorly fitted or top-dose-only effect, or another doubt; inactive = no such curve, though single readings can be large; an effect the other way counts as inactive or inconclusive. Not all compounds are listed, so the mix of outcomes need not match the whole.

Preview, 3 compounds:
Values run as follows: Tau fluor cs	NPSR antagonist	TRb SRC2 PPI	CBFb RUNX1 block	Tau fibril FP	Epigenetic derep	TexasRed fluor	GLA spleen mod
Cc1ccc(S(=O)(=O)Nc2cccc(-c3ccc4nnc(C)n4n3)c2)s1
  -9%	-15%	1%	5%	-5%	1.1%	1%	2%
CC(C)n1c(=S)[nH]c2ccccc2c1=O
  -4%	6%[46.1 µM]	-13%	-1%	3%	-0.7%	1%	-1%
Cc1ccc(Cn2c(=O)c3ccccc3n3c(SCC(=O)N4CCCCC4C)nnc23)cc1 (stereo not given)
  -3%	?	-17%	-3%	0%	0.2%	-1%	7%

This part in full (from the top)
Values run as follows: Tau fluor cs	NPSR antagonist	TRb SRC2 PPI	CBFb RUNX1 block	Tau fibril FP	Epigenetic derep	TexasRed fluor	GLA spleen mod
Cc1ccc(S(=O)(=O)Nc2cccc(-c3ccc4nnc(C)n4n3)c2)s1
  -9%	-15%	1%	5%	-5%	1.1%	1%	2%
CC(C)n1c(=S)[nH]c2ccccc2c1=O
  -4%	6%[46.1 µM]	-13%	-1%	3%	-0.7%	1%	-1%
Cc1ccc(Cn2c(=O)c3ccccc3n3c(SCC(=O)N4CCCCC4C)nnc23)cc1 (stereo not given)
  -3%	?	-17%	-3%	0%	0.2%	-1%	7%
CCCSC1=N/C(=C\c2ccc3c(c2)OCO3)C(=O)S1
  -26%	-2%[46.1 µM]	1%	9%	-6%	1.9%	1%	9%
COc1ccc(C(=O)Nc2c(Cl)cc(Cl)cc2C(=O)NCCN2CCOCC2)cc1
  -6%	7%[46.1 µM]	2%	6%	-3%	-5.0%	-4%	0%
Nc1ccccc1-c1nnc(-c2ccccc2N)n1N
  0%	13%	5%	-3%	4%	-1.2%	-3%	-1%
Cc1cc2nc(CO)[nH]c2cc1C
  7%	10%	-1%	7%	9%	-1.1%	4%	0%
CSc1nc(Nc2ccc(C)cc2C)cc(-c2ccccc2)n1
  ?	nt	0%	nt	?	-2.2%	1%	nt
CC(C)C(CO)NC(=O)CC(=O)NC(CO)C(C)C (stereo not given)
  -1%	-1%[46.1 µM]	-3%	7%	-2%	2.6%	3%	1%
CC(=O)c1sc(NC(=O)c2cccc(C)c2)nc1C
  -5%	-17%	-3%	-7%	-1%	-2.8%	-2%	-1%
NCCc1c(-c2ccccc2)n(-c2ccccc2)c2ccccc12
  -13%	-56%	-5%	-8%	6%	?	-5%	-1%
COc1ccc2c(c1)C(C1=C(O)CC(C)(C)CC1=O)C1=C(CC(C)(C)CC1=O)O2 (stereo not given)
  -10%	-13%[46.1 µM]	-17%	7%	-1%	1.9%	2%	-8%
O=S(=O)(N/N=C/c1ccc(F)cc1)c1ccccc1
  -1%	1%	-2%	22%	1%	-1.7%	-3%	-6%
Cc1cc(C(=O)N/N=C/c2ccco2)c2ccccc2n1
  14%	11%	1%	5%	5%	2.1%	-3%	-2%
COc1cc(CNC2CCCCCC2)cc(OC)c1
  -3%	-1%[46.1 µM]	-1%	3%	7%	3.1%	1%	1%
COC(=O)C1=C(CSc2nncn2C)NC(=O)NC1c1ccc(F)cc1 (stereo not given)
  2%	1%[46.1 µM]	-5%	2%	2%	-1.4%	0%	4%
CCCNS(=O)(=O)c1ccc(OCC(=O)OC)cc1
  -1%	-6%[46.1 µM]	3%	0%	-1%	-2.3%	1%	-5%
COC(=O)c1cc(C(=O)N2CCN(c3ccccc3OC)CC2)cc([N+](=O)[O-])c1
  -6%[2.34 µM]	24%	6%	-4%	-6%[2.34 µM]	-0.1%	-5%	0%
Cn1cc(S(=O)(=O)c2ccccc2)c(=O)c2cc(F)c(N3CCN(c4ccc(F)cc4)CC3)cc21
  -12%	nt	5%	nt	1%	-1.2%	10%	nt
O=C(NCC(c1cccnc1)N1CCN(c2ccccc2F)CC1)c1ccccc1 (stereo not given)
  3%	-27%[46.1 µM]	-7%	-4%	2%	0.0%	-7%	-5%
O=[N+]([O-])C(=C1Nc2ccccc2N1)C(Cl)=C(Cl)Cl
  -18%	22%	0%	3%	?	8.0%	-3%	10%
COc1ccc(C2=CC(c3ccco3)n3ncnc3N2)cc1 (stereo not given)
  -14%	-21%	3%	-6%	?	0.2%	-2%	5%
Cc1cccc(N2C(=O)N(CC(=O)C(C)(C)C)c3ccccc3S2(=O)=O)c1C
  -14%	nt	4%	nt	0%	-0.5%	-3%	nt
Cc1c(NC(=S)NC(NC(=O)C(C)C)C(Cl)(Cl)Cl)c(=O)n(-c2ccccc2)n1C (stereo not given)
  -4%	16%	-1%	2%	-4%	1.1%	-6%	7%
C/C(=C(/NC(=O)c1ccccc1)C(=O)O)c1ccco1
  -4%	-3%	-9%	-1%	-1%	-0.9%	-3%	3%
CCOc1cc(-c2ccccc2)nc(N)n1
  -5%	4%[46.1 µM]	11%	-1%	0%	0.0%	-2%	3%
Cc1c2cnn(CC(=O)NCC(C)c3ccccc3)c(=O)c2c(C)n1Cc1cccc(Cl)c1 (stereo not given)
  5%	nt	0%	nt	-6%	-4.9%	-1%	nt
COc1ccc(NCC(=O)N/N=C/c2ccc3c(c2)OCCO3)cc1
  -25%	-2%	3%	-24%	7%	0.0%	-2%	8%
COc1cc(-c2ncc3ccccn23)cc(OC)c1OC
  -17%	-11%[46.1 µM]	-5%	-23%	2%	-4.4%	0%	-15%
COc1ccc(N(CC(=O)Nc2cc(OC)ccc2OC)S(=O)(=O)c2c(C)nn(C)c2C)cc1
  -22%	-6%[46.1 µM]	-2%	-3%	-13%	0.7%	-6%	0%
N/C(Cn1cncn1)=N\NC(=O)c1ccc(Cl)cc1Cl
  -10%	8%	6%	13%	-5%	-0.5%	-2%	-12%
Cc1nnc2c(N3CCN(c4ccc(F)cc4)CC3)nc3ccc(C(=O)c4ccccc4)cc3n12
  -1%	nt	-2%	nt	13%	-1.6%	0%	nt
Cc1cccc(OCC(=O)Nc2ccccc2C(F)(F)F)c1
  -2%	-12%	6%	12%	-6%	-1.8%	-1%	3%
CCC(C)c1ccc(OCCCCN2CCOCC2)cc1 (stereo not given)
  -8%	-2%[46.1 µM]	2%	0%	2%	-2.4%	-1%	6%
O=C(c1nc(SCc2ccc([N+](=O)[O-])cc2)n2ccccc12)C(F)(F)F
  -20%	29%	2%	5%	-16%	4.8%	-1%	-7%
CCOc1cccc2cc(C(N)=O)c(=NCc3ccccc3)oc12
  -5%	-7%[46.1 µM]	8%	1%	-1%	0.0%	1%	-11%
CCCc1nn2c(=O)cc(COC(=O)c3ccc(NC(=O)C(C)Oc4ccccc4)cc3)nc2s1 (stereo not given)
  -3%	nt	6%	nt	-9%	9.1%	-2%	nt
N#Cc1cc2c([nH]c1=O)CCCC2
  7%	?	5%	27%	14%	1.0%	-2%	11%
CCCOc1ccc(/C(O)=C2/C(=O)C(=O)N(CCN(C)C)C2c2ccc(OC)c(OC)c2)cc1 (stereo not given)
  -10%	-6%[46.1 µM]	4%	8%	10%	-1.1%	-3%	2%
C/C(CC(=O)Nc1c(C)cc(C)cc1C)=N\NC(=O)c1cnccn1
  -5%	15%	-6%	3%	2%	-3.2%	-5%	5%
Cc1ccc(S(=O)(=O)N2CCN(C(=O)c3cc4c(C)nn(-c5ccccc5)c4s3)CC2)cc1
  -24%	-22%[46.1 µM]	2%	-6%	-9%	-0.8%	-2%	4%
COC(=O)CC1SC(=O)NC1=Nc1ccc(OC)cc1 (stereo not given)
  -11%	-10%[46.1 µM]	-2%	-2%	-5%	0.7%	-3%	1%
COc1cc(NS(=O)(=O)c2ccccc2)ccc1-n1nc(C)cc1C
  -2%	-3%[46.1 µM]	9%	-1%	2%	-2.0%	0%	1%
O=C(O)CCCC(=O)NNC(=O)c1cccc(Br)c1
  -1%	13%	-3%	3%	-7%	5.7%	0%	-16%
CN(C(=O)COC(=O)c1ccccc1C(=O)N1CCN(c2ccccc2)CC1)c1ccccc1
  -3%	-9%	-3%	17%	2%	-1.2%	-3%	8%
COc1cccc(NC(=O)C(=O)NCCc2sc(-c3cccc(C)c3)nc2C)c1
  -11%	nt	-4%	nt	0%	0.0%	-48%	nt
Cc1cccc(C(=O)NC(C(=O)Nc2nc(-c3ccccn3)cs2)C(C)C)c1 (stereo not given)
  -9%	-20%	-3%	-21%	-4%	-0.4%	-3%	6%
OCC1CCN(Cc2nc(Cc3ccccc3Cl)no2)CC1
  -9%	0%	2%	0%	-2%	3.1%	-3%	-2%
COc1cccc(Cn2c(=O)c3ccccc3n3nc(C)cc23)c1
  -12%	44%	-3%	10%	5%	1.5%	1%	3%
CC(C)NC(=O)CSc1nnc(C2CC2)n1-c1ccccc1
  0%	2%[46.1 µM]	6%	-1%	1%	-1.2%	1%	-4%
CC(C)(C)C(=O)Cn1c(=O)n(-c2ccc(Cl)c(Cl)c2)c(=O)c2c3c(sc21)CCCC3
  -15%	nt	-9%	nt	4%	-0.7%	?	nt
Cc1nn(CCO)c2nc(-c3cccs3)cc(C(F)(F)F)c12
  -5%	11%	7%	6%	2%	-0.4%	-1%	11%
CCOc1ccc(NC(=O)CN2C(=O)COc3ccc(Cl)cc32)cc1
  -4%	2%[46.1 µM]	5%	-11%	2%	1.7%	-1%	3%
COc1ccc(NC(=O)CN2C(=O)CSC(C)C2=O)c(OC)c1 (stereo not given)
  5%	13%	3%	3%	5%	0.0%	11%	-3%
FC(F)(F)c1cc(Cl)c2nnc(C(F)(F)Cl)n2c1
  3%	18%	-4%	15%	1%	-3.8%	0%	-5%
CC(C#Cc1c([C@@H](C)Oc2ccccc2)nnn1Cc1ccccc1)Oc1ccccc1 (stereo not given in full)
  2%	-55%	6%	?	-1%	-2.8%	-3%	0%

Assay outcomes from PubChem BioAssay.
